High-throughput results as filed in PubChem.
NPY-Y1 PAM-ag – human NPY-Y1 potentiation or agonism, primary screen | P25929 | NPY-Y1 expressing cells, potentiator/agonist activation | activation, % at 3.6 µM | 0.37% of 220,000 active | AID 1304; in the data active = activation above about 33%, passing the limit was not always enough;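 note: cells stimulated with NPY at EC10 then isoproterenol at EC100; 0% = low agonist plus stimulus and 100% = saturating agonist plus stimulus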
Target sequence (P25929 whole entry, looked up): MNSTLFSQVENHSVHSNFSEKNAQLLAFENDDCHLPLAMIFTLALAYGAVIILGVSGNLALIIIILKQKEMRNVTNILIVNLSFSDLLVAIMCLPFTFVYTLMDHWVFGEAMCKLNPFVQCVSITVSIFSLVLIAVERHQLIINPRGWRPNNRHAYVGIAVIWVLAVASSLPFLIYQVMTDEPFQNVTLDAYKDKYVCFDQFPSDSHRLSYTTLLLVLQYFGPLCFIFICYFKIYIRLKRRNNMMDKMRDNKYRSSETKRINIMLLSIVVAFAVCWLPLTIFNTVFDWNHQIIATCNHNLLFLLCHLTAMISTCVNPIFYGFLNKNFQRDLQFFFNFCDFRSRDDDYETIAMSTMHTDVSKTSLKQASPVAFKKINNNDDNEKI
BaF3 tox – counter-screen for JAK2V617F inhibitors: parental Ba/F3 viability inhibitors | inhibition, % at 5.6 µM | CellTiter-Glo ATP luminescence | 1.1% of 220,000 active;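 active = inhibition above a per-campaign cutoff, the mean inhibition of all tested compounds plus 3 SD, cut at about 27% in these data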;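 note: 0% = DMSO wells and 100% = JAK Inhibitor I control wells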
S1P4 agonist – human S1P4 receptor agonism; activation, % at 4.98 µM; O95977; S1P4-expressing cell line, agonist reporter assay; 0.35% of 220,000 active; in the data active = activation above about 11%;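 note: 0% = DMSO vehicle and 100% = reference agonist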
NPY2 pot ag – human NPY-Y2 potentiation or agonism, primary screen | P49146 | cells expressing NPY-Y2, potentiator/agonist read-out | activation, % at 3.6 µM | 0.45% of 220,000 active | AID 1359; in the data active = activation above about 27%;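 note: cells stimulated with NPY near EC25 plus isoproterenol at EC100; 0% = vehicle plus submaximal agonist and 100% = vehicle plus saturating agonist; some results beyond the cut were filed as inactive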
Target sequence (P49146 whole entry, looked up): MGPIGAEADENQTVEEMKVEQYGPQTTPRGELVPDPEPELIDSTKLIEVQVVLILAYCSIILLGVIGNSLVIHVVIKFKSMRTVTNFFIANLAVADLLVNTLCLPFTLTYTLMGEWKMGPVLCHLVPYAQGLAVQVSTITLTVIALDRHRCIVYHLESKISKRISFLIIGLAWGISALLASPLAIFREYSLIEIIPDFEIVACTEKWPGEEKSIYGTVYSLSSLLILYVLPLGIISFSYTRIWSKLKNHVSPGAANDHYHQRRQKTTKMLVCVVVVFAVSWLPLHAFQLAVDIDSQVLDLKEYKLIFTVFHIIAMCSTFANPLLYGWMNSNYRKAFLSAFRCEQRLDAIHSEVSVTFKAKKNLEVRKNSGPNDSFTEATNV
RBBP9 inhibitor – blocks human serine hydrolase RBBP9; recombinant RBBP9, FP-Rh probe fluorescence polarization; inhibition, % at 7.94 µM; 0.2% of 220,000 active;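 active = inhibition above the campaign mean of all tested compounds plus 3 SD, cut at about 14% in these data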;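 note: plate controls were DMSO wells with RBBP9 for no effect and wells lacking RBBP9 protein for full effect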
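Test system: recombinant human RBBP9; Timing: 30 min then 45 min, 25 °C; Detection: fluorescence polarization; Control set: RBBP9 with DMSO as uninhibited control, no-protein wells as full inhibition; Compound dosing: one concentration, 7.94 µM nominal, 0.794% DMSO; Probe or stimulus: FP-Rh activity-based probe, 375 nM before mixing.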
Runt-CBFb FRET – inhibitors of human RUNX1 Runt domain binding to CBFb; Q01196+Q13951; Cerulean-Runt/Venus-CBFb FRET ratio 530/480, 1 h; 0.46% of 220,000 active; inhibition, % at 20 µM;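 active = inhibition over about 50% at 20 µM in the single-dose screen, limit read from the data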;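 note: 0% = DMSO wells and 100% = excess unlabeled CBFb competitor control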
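System: Cerulean-labeled Runt domain protein | Quantity: 100 nM of each labeled protein | Schedule: 1 h compound exposure, room temperature | Detection: Fluorescence energy transfer, 422 nm excitation, 530/480 nm emission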
S1P4 antagonist – antagonists of human S1P4 receptor | inhibition, % at 4.98 µM | S1P4-expressing cells, antagonist mode, reporter read-out | O95977 | 0.26% of 220,000 active; in the data active = inhibition above about 29%;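 note: 0% = wells stimulated with agonist and 100% = vehicle wells without agonist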
NPY-Y1 antag – NPY-Y1 (human) receptor antagonism | P25929 | HEK293-CNG Y1 cells, membrane potential fluorescence; NPY at EC95, then isoproterenol | AID 1040 | inhibition, % at 3.6 µM | 1% of 200,000 active;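 active = inhibition above the campaign mean inhibition of all tested compounds plus 3 SD, cut at about 20% in these data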;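 note: 0% = DMSO wells given NPY plus isoproterenol and 100% = isoproterenol alone without NPY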
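Test system – HEK293 Y1/CNG channel cell line · Also added – NPY agonist 25 nM, then isoproterenol 1 µM plus Ro 20-1724 25 µM · Compound dosing – one concentration, 3.6 µM, in 0.4% DMSO · Schedule – compound incubation 1 h at room temperature, readout 45 min post-stimulation · Technique – fluorescence, membrane potential probe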
Ba/F3 V617F tox – loss of viability in JAK2V617F-driven Ba/F3 cells; 1.1% of 220,000 active; inhibition, % at 5.6 µM; Ba/F3 EpoR-JAK2V617F viability, ATP luminescence;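 active = inhibition above the campaign mean plus 3 SD over all tested compounds, cut at about 24% in these data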;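 note: cytokine-independent growth of Ba/F3 cells driven by EpoR plus mutant JAK2; 0% = DMSO-treated cells and 100% = JAK inhibitor I control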
* = called active by the depositor; x = not tested or not shown.

item	Compound	NPY-Y1 PAM-ag	BaF3 tox	S1P4 agonist	NPY2 pot ag	RBBP9 inhibitor	Runt-CBFb FRET	S1P4 antagonist	NPY-Y1 antag	Ba/F3 V617F tox
1	CCn1c(OC)nc2c1c(=O)n(C)c(=O)n2C	7	0	0.7	4	6	-1	2	-3	-3
2	CCc1ccc(NC(=S)N2CCCC(C(F)(F)F)C2)cc1 (configuration not stated)	14	2	0.6	-3	-1	1	-10	-1	-3
3	O=C(COC(=O)c1cccc(O)c1)Nc1ccc(OC(F)F)cc1	2	6	-0.5	2	-4	-1	-6	-2	0
4	O=C(NCc1cccc(C(F)(F)F)c1)C1CC(c2c(Cl)cccc2Cl)=NO1 (configuration not stated)	-16	14	0.4	-41	-5	-2	-3	7	7
5	COC(=O)C1C(C(C)C)N(c2ccccc2)OC1(C)O (configuration not stated)	8	-2	0.3	14	-8	0	-7	3	-6
6	CC1=[N+](C)N(c2ccccc2)C(=O)C1N=Cc1ccc(Cl)cc1 (configuration not stated)	9	2	-1.7	10	2	-2	-9	0	-3
7	CCn1c(=O)c(C(=O)CN2CCCc3ccccc32)c(N)n(Cc2ccccc2)c1=O	-29	3	-0.7	4	-7	0	5	3	0
8	COc1ccc2nc(SC)c(C#N)cc2c1	-2	6	-0.4	-6	-9	3	-7	6	1
9	CS(=O)(=O)N1N=C(c2ccc(Br)cc2)CC1c1cccs1 (configuration not stated)	0	5	-0.2	18	-4	0	1	-2	1
10	CCOc1cc(N2CCOCC2)c(OCC)cc1NC(=O)c1cccc(N(C)C)c1	8	7	1.3	7	-9	0	-2	3	0
11	Nc1cccc(-c2nc3ccc(N)cc3s2)c1	-21	25	0.6	5	-5	5	-5	1	7
12	CS(=O)(=O)N1N=C(c2ccccc2)CC1c1cccs1 (configuration not stated)	15	1	0.6	-11	-3	-1	-11	9	-3
13	COc1ccc(CN2CCN(C(=O)CC(C)C)CC2)cc1OC	-16	2	-0.9	4	-2	0	-15	-3	-4
14	O=C(Nc1cccnc1)c1ccccc1Oc1ccccc1	7	4	-2.2	5	-5	-2	8	0	-4
15	CN1C(=O)c2cccc3c(S(=O)(=O)NCc4ccco4)ccc1c23	-30	3	0.7	-17	-7	-13	-32	4	-1
16	COc1ccc(-n2c(COc3ccc(Cl)cc3)nnc2SCc2ccc(C#N)cc2)cc1	-15	8	-0.6	5	-1	-4	-3	1	4
17	CCn1c(SCCOc2ccc(Cl)cc2)nnc1-c1cccs1	-14	3	-0.5	-2	-1	-3	-12	8	0
18	NC(=O)C1CCN(C(=O)CSc2ccccn2)CC1	12	1	1.3	6	-3	0	-8	0	2
19	CN(C(=O)CSc1nnc(-c2cccc(F)c2)n1N)C1CCS(=O)(=O)C1 (configuration not stated)	-20	10	1.6	-13	2	1	-10	2	3
20	COC(=O)C1C(=O)C2=C(CC1C)NC(C)=C(C(=O)OC(C)C)C2c1ccc(OC)c(O)c1 (configuration not stated)	5	1	-5.0	12	-1	0	-5	-10	-2
21	O=C1CCCc2ccccc2N1Cc1ccccc1Cl	6	2	1.1	4	8	-2	-7	3	-3
22	Clc1ccc2c(c1)c1ccccc1n2CN1CCOCC1	7	3	0.8	8	-3	0	-1	0	2
23	CC1CCCC(NC(=O)COC(=O)Cc2ccc(Br)cc2)C1C (configuration not stated)	-7	7	0.0	7	1	-4	-4	5	0
24	CCCCCn1c(=S)[nH]c2cc(C(=O)N3CCCC3)ccc2c1=O	-11	10	-2.1	-22	0	3	-14	1	2
25	Cc1ccc(NC(=O)C(Cc2ccccc2)NC(=O)c2ccco2)cc1 (configuration not stated)	9	5	0.8	-6	-11	2	-22	-6	1
26	CNCC(O)C(O)C(O)C(O)CO (configuration not stated)	-9	-8	1.3	-8	-2	-1	4	4	-2
27	CC(Nc1ccc(N2CCOCC2)cc1)C(=O)N1c2ccccc2CC1C (configuration not stated)	17	2	0.2	13	4	44	-9	x	-3
28	COc1ccc(S(=O)(=O)N2CCC(C(=O)NCCc3ccccc3)CC2)cc1OC	3	1	-0.8	12	10	1	-1	-4	-5
29	Cc1ccc(S(=O)(=O)/N=C2/NC(=O)/C(=C/c3cccnc3)S2)cc1	20	6	-1.2	11	-9	0	-5	-7	0
30	COCCn1c(SCC(=O)Nc2nc(C)c(Cl)cc2Cl)nc2ccccc21	-9	5	-2.1	15	-6	-4	-12	6	-2

Quoted at random: three compounds from above.
item	Compound	NPY-Y1 PAM-ag	BaF3 tox	S1P4 agonist	NPY2 pot ag	RBBP9 inhibitor	Runt-CBFb FRET	S1P4 antagonist	NPY-Y1 antag	Ba/F3 V617F tox
27	CC(Nc1ccc(N2CCOCC2)cc1)C(=O)N1c2ccccc2CC1C (configuration not stated)	17	2	0.2	13	4	44	-9	x	-3
7	CCn1c(=O)c(C(=O)CN2CCCc3ccccc32)c(N)n(Cc2ccccc2)c1=O	-29	3	-0.7	4	-7	0	5	3	0
28	COc1ccc(S(=O)(=O)N2CCC(C(=O)NCCc3ccccc3)CC2)cc1OC	3	1	-0.8	12	10	1	-1	-4	-5

Back to the main list, repeating the three entries before the break.
item	Compound	NPY-Y1 PAM-ag	BaF3 tox	S1P4 agonist	NPY2 pot ag	RBBP9 inhibitor	Runt-CBFb FRET	S1P4 antagonist	NPY-Y1 antag	Ba/F3 V617F tox
28	COc1ccc(S(=O)(=O)N2CCC(C(=O)NCCc3ccccc3)CC2)cc1OC	3	1	-0.8	12	10	1	-1	-4	-5
29	Cc1ccc(S(=O)(=O)/N=C2/NC(=O)/C(=C/c3cccnc3)S2)cc1	20	6	-1.2	11	-9	0	-5	-7	0
30	COCCn1c(SCC(=O)Nc2nc(C)c(Cl)cc2Cl)nc2ccccc21	-9	5	-2.1	15	-6	-4	-12	6	-2
31	O=C(COC(=O)C1CCN(S(=O)(=O)c2cccc3cccnc23)CC1)c1ccc(F)cc1	-6	5	-0.5	4	-7	0	-11	-5	0
32	CCC(=O)N(CCCN(C)C)c1nc(-c2cc(OC)ccc2OC)cs1	-27	10	0.1	-8	9	0	3	7	4
33	N#CCSc1nnc(-c2ccccc2O)n1Cc1ccccc1	15	5	-1.6	10	5	-3	5	-2	-1
34	S=c1[nH]nc(Cn2cnc3ccccc32)n1-c1ccccc1Cl	-15	-1	-0.1	-9	-3	5	3	x	-3
35	CCn1c(SCC(=O)c2cc(C)n(C)c2C)nnc1-c1ccccc1	-1	3	-4.3	6	-3	2	-19	0	-2
36	CC(C)N1CCC(N2CCN(Cc3cc4c(cc3Cl)OCO4)CC2CCO)CC1 (configuration not stated)	-3	2	0.8	-13	-2	x	-2	6	-3
37	Nc1ccc(Br)cc1C(NCC(=O)O)c1ccccc1 (configuration not stated)	-8	7	-0.3	-11	-4	-2	10	9	2
38	COC(=O)c1ccccc1NC(=O)CCNC(=O)Cn1cnc2ccccc2c1=O	-6	1	3.3	-1	-9	-1	-5	0	0
39	CCN(C(=O)CN1CCOCC1)c1c(N)n(Cc2ccccc2)c(=O)[nH]c1=O	-9	0	1.4	-13	-1	0	-10	4	-1
40	Cc1cccc(-n2c(C)nc3cc(C(=O)NCc4ccc5c(c4)OCO5)ccc32)c1	-41	3	-1.5	-15	-3	0	-11	10	-2
41	CCOc1ccc(S(=O)(=O)n2cc(F)c(=O)[nH]c2=O)cc1	5	60*	0.2	1	-3	2	-1	-3	44*
42	CC(C)CN1C(=O)c2ccc(NC(=O)c3ccccc3F)cc2C1=O	-13	1	1.8	-2	-7	0	-4	5	-5
43	O=C(NC(Cc1ccccc1)C(=O)O)c1ccc(S(=O)(=O)N2CCCC2)cc1 (configuration not stated)	-1	4	0.7	2	-5	1	-3	9	-2
44	O=C(CCNC(=O)c1ccccc1)NCC1CCCCC1	10	9	0.9	-1	-6	0	-2	-2	3
45	O=C(Nc1cnc2ccccc2c1)C1COc2ccccc2O1 (configuration not stated)	-17	5	-0.8	-10	-5	0	12	-10	0
46	CCN1C(=O)CC(N2CCN(C(c3ccccc3)c3ccccc3)CC2)C1=O (configuration not stated)	-5	0	0.3	-14	3	-2	-12	-4	-3
47	C=CCn1c(-c2cccn(Cc3ccccc3)c2=O)n[nH]c1=S	9	5	0.5	10	1	3	-3	2	-3
48	OC(COc1ccccc1)CN1CCCCCC1 (configuration not stated)	9	81*	-0.9	-7	6	0	-13	12	0
49	CC(=O)Nc1cccc(NC(=O)c2oc3ccccc3c2C)c1	-16	4	-0.5	-10	-9	-1	-6	5	-1
50	Cc1ccc(S(=O)(=O)NCC23C=CC(O2)C2C(=O)N(c4ccccc4)C(=O)C23)cc1 (configuration not stated)	11	4	-0.5	-9	5	26	-16	-5	0
51	CC(=O)NC(C)(C)C1CC=C(C)/C(=N\O)C1 (configuration not stated)	32	8	-0.2	0	-1	1	2	3	-2
52	CC1(NC(=O)CC[N+](C)(C)CCO)CS(=O)(=O)CC1S(=O)(=O)[O-] (configuration not stated)	-17	-1	-1.9	-6	-1	3	1	8	-2
